HTRA1 inh = inhibitors of human serine peptidase HTRA1; Q92743; recombinant HTRA1, FP-rhodamine activity-based probe, fluorescence polarization; inhibition, % at 5.96 µM; actives 0.5% (n = 340,000); in the data active = inhibition above about 36%;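 note: 0% = enzyme with DMSO and 100% = wells lacking enzyme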
TCR CD3 inh = blocks the human TCR-CD3 interaction | TAMRA-labeled TCR probe fluorescence, biochemical | inhibition, % at 9.4 µM | actives 0.37% (n = 360,000) | AID 651800; in the data active = inhibition above about 19%;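 note: recombinant mutant TCR 2C K166C tagged with TAMRA read by polarization; 0% = receptor in buffer alone and 100% = receptor with positive control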
mABHD4 FP = inhibits mouse alpha/beta hydrolase domain 4. actives 0.54% (n = 370,000). purified mABHD4, FP-Rh probe fluorescence polarization. inhibition, % at 8.92 µM;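 active = inhibition exceeding the mean over every tested compound plus 3 SD, cut at about 30% in these data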;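 note: 0% = plate median of compound wells and 100% = S159A mutant with DMSO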
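assay system = mABHD4 protein | compound dosing = single nominal dose of 8.92 µM, 0.89% DMSO final | read-out basis = percent inhibition of probe binding, normalized to plate controls | schedule = Enzyme–compound pre-incubation 45 min, then probe 60 min, both 25 °C | detection = fluorescence polarization, excitation 525 nm, emission 598 nm, BODIPY TMR filters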
PRMT1 inh = PRMT1 (human) inhibition, primary screen | Q99873 | recombinant PRMT1, activity-based probe fluorescence polarization | inhibition, % at 2.79 µM | actives 1.3% (n = 370,000) | AID 652257;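 active = inhibition above about 21% made by adding two undisclosed values, limit read from the data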
Target sequence (Q99873 whole entry, looked up): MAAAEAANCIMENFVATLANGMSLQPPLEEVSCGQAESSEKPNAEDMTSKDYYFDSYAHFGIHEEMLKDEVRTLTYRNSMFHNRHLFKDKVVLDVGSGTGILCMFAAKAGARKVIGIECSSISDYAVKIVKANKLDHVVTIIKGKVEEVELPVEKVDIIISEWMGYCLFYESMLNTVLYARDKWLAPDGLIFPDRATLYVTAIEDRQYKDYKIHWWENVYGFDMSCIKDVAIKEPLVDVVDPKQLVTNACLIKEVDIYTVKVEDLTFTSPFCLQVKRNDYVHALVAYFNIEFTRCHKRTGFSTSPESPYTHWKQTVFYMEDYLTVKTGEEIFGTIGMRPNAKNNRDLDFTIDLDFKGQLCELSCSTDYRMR
GC-A act = GC-A (human) enzyme activation. P16066. HEK293 GC-A cells, cGMP TR-FRET, EC30 ANP; 0% at EC30 ANP, 100% saturating ANP. activation, % at 10 µM. actives 0.14% (n = 370,000); in the data active = activation above about 40%
MBD2 inh = MBD2-methylated oligo binding inhibition. TR-FRET, MBD2 binding to methylated oligonucleotide. inhibition, % at 4.4 µM. actives 0.31% (n = 370,000). AID 686964; in the data active = inhibition above about 13%
GC-B act = GC-B (human) receptor activation. P20594. HEK293-GC-B cells, CNP EC30, cGMP TR-FRET; 0% at EC30 CNP, 100% saturating CNP. activation, % at 10 µM. actives 0.11% (n = 370,000). AID 1920062;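 active = activation at 10 µM reaching about 35% in either raw or pattern-adjusted values, limit read from the data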
rCAG binder = r(CAG) repeat RNA binding. actives 1.3% (n = 370,000). inhibition, % at 3 µM. TO-PRO-1 dye displacement fluorescence. AID 651821;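 active = inhibition above the plate cutoff, the mean of all test compounds on that plate plus 3 SD, cut at about 35% in these data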;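 note: 0% = DMSO alone and 100% = 100 µM mitoxantrone as full dye displacement; higher means more dye released from RNA so lower well fluorescence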
UHRF1 binding = blocks human UHRF1 binding to methylated DNA; Q96T88; UHRF1 binding to methylated oligo, TR-FRET; inhibition, % at 4.4 µM; actives 0.75% (n = 370,000); in the data active = inhibition above about 21%;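 note: UHRF1 SRA domain binding a hemimethylated CpG hairpin DNA probe; 0% = median of test compound wells and 100% = reference inhibitor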
SIAE primary = human SIAE inhibition, primary screen | Q9HAT2 | SIAE FP-Rh probe binding, fluorescence polarization | inhibition, % at 9.66 µM | actives 0.69% (n = 370,000) | AID 1053197;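 active = inhibition above a cutoff: mean of compounds within the control limits plus 3 SD of those, cut at about 17% in these data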;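 note: 0% = plate median of compound wells and 100% = probe without SIAE protein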
Target sequence (Q9HAT2 whole entry, looked up): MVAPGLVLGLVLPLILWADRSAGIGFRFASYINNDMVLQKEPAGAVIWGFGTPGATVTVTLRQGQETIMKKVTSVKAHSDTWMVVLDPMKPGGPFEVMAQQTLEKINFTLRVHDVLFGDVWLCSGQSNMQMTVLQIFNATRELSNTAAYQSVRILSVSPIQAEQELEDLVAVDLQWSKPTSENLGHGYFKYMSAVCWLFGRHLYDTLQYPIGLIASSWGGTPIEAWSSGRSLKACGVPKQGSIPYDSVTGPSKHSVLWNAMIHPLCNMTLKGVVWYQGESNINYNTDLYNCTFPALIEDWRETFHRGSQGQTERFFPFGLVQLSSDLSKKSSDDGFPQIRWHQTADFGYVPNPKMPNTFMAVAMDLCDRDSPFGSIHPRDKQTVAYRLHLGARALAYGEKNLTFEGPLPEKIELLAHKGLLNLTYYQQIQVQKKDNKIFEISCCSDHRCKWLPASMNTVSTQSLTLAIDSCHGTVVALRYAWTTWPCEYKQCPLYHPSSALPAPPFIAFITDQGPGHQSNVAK
* hit, by the source's call; nt = no result given.

structure	HTRA1 inh	TCR CD3 inh	mABHD4 FP	PRMT1 inh	GC-A act	MBD2 inh	GC-B act	rCAG binder	UHRF1 binding	SIAE primary
O=C(CSc1nnc(C2CC2)n1Cc1ccco1)NCC(F)(F)F	-7	2	5	1	-1	1	-2	0	-2	-1
O=C(O)c1ccc(CSc2nnc(Cc3ccccc3)o2)cc1	-3	-5	6	1	2	0	-4	2	-1	-4
CC(C)N(C(=O)COC(=O)c1ccc(O)cc1)C(C)C	-9	-4	2	0	-2	-1	7	-5	0	4
COC(=O)c1sccc1NC(=O)c1ccnn1C	-2	-4	1	4	6	4	5	-6	-1	2
CCN(CC)S(=O)(=O)c1ccc(-n2cnnn2)c(C)c1	3	3	-5	-2	6	0	-1	-3	0	-2
Cc1cc(C)c(NC(=O)C2CCN(C(=O)c3ccco3)CC2)c(C)c1	3	-7	2	6	2	0	2	-2	2	-3
N#CCCN(C(=O)COC(=O)c1cc(=O)[nH]c2ccccc12)c1ccccc1	2	-2	1	1	2	-3	4	4	-1	2
O=C(CSc1nn(-c2ccc(Cl)cc2)c(=S)s1)N1CCN(C(=O)c2ccco2)CC1	-1	3	1	3	-4	1	1	-2	1	5
COc1ccc(C(=O)CSc2n[nH]c(-c3ccncc3)n2)cc1[N+](=O)[O-]	3	1	1	-1	-1	-2	-2	2	-1	-7
CCc1ccc(S(=O)(=O)NCc2cn3ccsc3n2)s1	4	4	-2	-4	-2	-4	1	-2	-1	1
Cc1ccc(S(=O)(=O)Nc2cc(Cl)c(O)c3ncccc23)cc1	70*	-7	48*	14	1	-4	-2	17	-11	17
O=C(c1c[nH]c2ccccc12)C(O)C(c1ccccc1)N1CCOCC1 (stereo unspecified)	7	-4	4	3	-4	3	2	-6	2	13
Cc1ccc(C(=O)N2CCCCC2)cc1NC1=C(Cl)C(=O)N(Cc2ccccc2)C1=O	-19	0	10	1	-1	-3	0	2	-2	-3
CC(=O)CCS(=O)(=O)c1ccc(NC(C)=O)cc1	6	-1	3	6	-3	-1	0	1	3	-3
CN(C)S(=O)(=O)c1ccccc1C#N	2	-1	-4	-1	0	0	3	0	2	2
O=C(OCc1ccccc1)C1CCCN1C(=O)c1ccccc1[N+](=O)[O-] (stereo unspecified)	1	-7	8	-1	-1	-1	0	-1	1	-2
COc1ccc([C@H]2C[C@H](n3cc(-c4ccc(F)cc4)nn3)[C@@H](O)CN2Cc2cccs2)cc1	-12	-1	-9	-5	2	-6	-7	4	-1	2
O=C(Nc1ccccc1F)c1csc([C@@H]2C[C@H](O)[C@@H](CO)O2)n1	nt	-2	-2	-2	-1	-2	4	4	1	-1
Cc1cc(C)cc(C(=O)NN2CCOCC2)c1	2	-7	0	-1	4	-4	7	0	0	7
CCCSc1nc2sc3c(c2c(=O)n1-c1ccc(OC)cc1)CCN(C)C3	-21	-9	-1	5	26	-2	-5	2	6	2
COC(=O)c1ccc(CSc2nnc(-c3ccc4c(c3)OCO4)n2-c2ccccc2)o1	-3	8	8	0	-27	2	-13	3	0	3
O=C1C(Cc2ccccc2)SC(=Nc2ccccc2)N1c1ccccc1 (stereo unspecified)	-5	4	-1	2	-5	6	-16	3	-2	-2
CC(=O)c1ccc(S(=O)(=O)N2CCN(c3nc(-c4cccnc4)nc4ccccc34)CC2)cc1	-35	2	-3	6	-6	-1	-12	9	0	-6
O=C(CSc1nnc(N2CCCC2)n1-c1cccc(Cl)c1)N1CCN(c2ccccn2)CC1	2	8	5	2	-1	1	-4	0	0	3
COc1ccc(CN2C[C@@]3(O)CC[C@@H](O)[C@@H](OC)[C@@H]3[C@@](C)(O)[C@@H]2CC=C(C)C)cc1	nt	5	-12	-1	-1	-3	-3	-2	2	0
COc1cc2c(cc1OC)CN(C(=O)CN1C(=O)NC3(CCCCC3C)C1=O)CC2 (stereo unspecified)	-3	-10	7	2	1	-2	5	-5	1	3
COc1ccc(CN2CCNC(=O)C2CC(=O)N(C)Cc2ccccn2)cc1OC (stereo unspecified)	-2	4	9	0	1	-2	2	-2	-2	-1
O=C(CN(CC1CCCO1)C(=O)CNS(=O)(=O)c1ccc(Cl)cc1)NC1CCCC1 (stereo unspecified)	1	-6	2	3	2	-3	6	-6	1	-2
COc1cc(C)c(Cl)cc1S(=O)(=O)NCCN1CCOCC1	0	-1	3	-1	5	2	5	2	-1	-2
COc1ccc(OC)c(CCNC(=O)CCC(=O)N2CCOc3ccc(C)cc32)c1	-1	1	-4	-2	-9	0	-8	-1	-2	4
CCOc1ccc(NC(=O)CN(C)C(=O)c2c(C)nn(-c3ccc(F)cc3)c2Cl)cc1OCC	-5	6	-4	-8	4	2	2	-5	2	-4
CCOc1ccc(NS(=O)(=O)c2cc(NC(=O)C3CC3)ccc2C)cc1Br	-46	-3	-33	0	-8	0	-3	13	-2	-44
Cc1nc(CN(C)Cc2nc(Cc3cccc(F)c3)no2)cs1	-5	9	11	1	0	5	-2	-4	1	-6
Cc1cccc(/C=C/C(=O)c2ccc(N3CCOCC3)cc2)c1	nt	4	7	1	0	3	-2	-1	5	-1
CCCC1(C)NC(=O)c2ccccc2O1 (stereo unspecified)	2	-3	5	1	-2	5	-2	-4	1	3
CCCCC(NC(C)=O)c1nc2ccccc2[nH]1 (stereo unspecified)	-2	9	0	-2	-2	-3	-1	1	0	-2
CCCCCN1C/C=C\C(c2ccc(OC)cc2)N(Cc2ccc(F)cc2)C(=O)C1 (stereo unspecified)	-12	-9	0	-3	-1	1	4	-6	3	-9
O=C(CSC(=S)N1CCCC1)NCC(=O)Nc1ccccc1Br	3	6	4	0	3	-5	0	-1	-1	1
O=C1N(c2ccccc2)C[C@@H]2C[C@@H](c3cccs3)N3CCC[C@@]123	-5	4	-3	0	0	1	5	2	-2	-2
O=C(OC12CCCN(C1)/C(=C/c1ccncc1)C2)c1cccc(F)c1 (stereo unspecified)	nt	nt	-2	2	-2	-4	3	1	-3	-1
COc1ccc(C(CNC(=O)CSc2ccccc2)N2CCOCC2)cc1 (stereo unspecified)	1	1	-8	-4	-4	-4	2	2	-1	3
O=C(CN1CCC(c2nc3ccccc3s2)CC1)N1CCCCC1	-1	4	6	-2	0	1	3	-6	-1	2
Cn1nccc1C(=O)N1CCCC(N2CCN(c3cccc(C(F)(F)F)c3)CC2)C1 (stereo unspecified)	10	-3	8	1	2	2	6	-9	2	3
O=S(=O)(Nc1ccc(-c2cn3ccsc3n2)cc1)c1ccc2c(c1)OCCO2	-7	8	-2	3	1	-5	-5	13	-2	-9
Cc1ccc([C@H]2C[C@@H](O)[C@H](n3cc(COC(=O)c4ccccc4)nn3)CN2C(=O)c2cccs2)cc1	-4	1	-3	-2	0	0	-4	2	-1	0
O=C(N/C(=C/c1ccccc1)C(=O)N1CCCCC1)c1ccco1	5	-3	-2	-5	0	-6	-3	-5	-2	-3
O=C(NNC(=O)c1ccccc1Br)c1cccs1	1	1	3	1	3	2	2	-3	0	3
CCOc1ccc(/C=N/OCC(=O)Nc2ccc3c(c2)OCO3)cc1	3	-1	-5	-3	2	3	-2	0	-2	4
N#Cc1c(-c2ccc(Cl)cc2)c2c([nH]c1=O)-c1ccccc1OC2	-6	-8	-8	3	2	-2	0	10	0	7
CCCOC(=O)Nc1cccc(C(C)=O)c1	1	0	2	2	5	9	7	-2	1	0
CN(C)CCCn1c(=S)[nH]c2ccccc2c1=O	4	-7	0	12	3	7	4	1	9	-3
C[C@H](NC(=O)[C@@H]1CCCN1C(=O)[C@@H]1CCCN1C(=O)c1cccc(Cl)c1)c1ccccc1	nt	6	5	-1	3	-3	4	3	-1	-1
Cc1cc(C)n2nc(CC(=O)NNC(=O)COc3ccccc3)nc2n1	8	4	-4	-5	0	-4	9	0	-2	3
O=C(COC(=O)c1cnc(Cl)c(Cl)c1)NCc1ccc2c(c1)OCO2	-7	-3	8	-3	2	0	2	1	0	4
COc1ccc(S(N)(=O)=O)cc1-c1nnc2c3ccccc3c(C)nn12	5	1	-1	-6	1	-2	8	-2	0	1
O=C(Nc1ccc(Oc2ccc3ccccc3c2)cc1)c1ccco1	-70	1	-56	1	7	1	2	4	-1	-24
Cc1cc(Nc2cccc(F)c2)nc(NCc2ccccc2)n1	-23	-1	19	6	1	8	-1	1	2	8
N#C/C(=C\c1ccc(OCc2ccc(Cl)cc2)cc1)C(=O)Nc1cccc(C(=O)O)c1	-8	3	0	0	1	7	-7	2	1	-6
CCCN=C1N(CC)C[C@@H]2[C@@H]3C(=O)N(C)C(=O)[C@@H]3[C@](CC)(C(=O)OC)N12	6	-5	-3	1	2	4	5	-2	19	-4
Cc1ccc(S(=O)(=O)N2CCCCC2c2cccnc2)c(C)c1C (stereo unspecified)	1	-8	2	2	0	3	0	-4	4	-1

3 entries from above, field by field:
> Cc1cc(Nc2cccc(F)c2)nc(NCc2ccccc2)n1
  HTRA1 inh: -23	TCR CD3 inh: -1	mABHD4 FP: 19	PRMT1 inh: 6	GC-A act: 1	MBD2 inh: 8	GC-B act: -1	rCAG binder: 1	UHRF1 binding: 2	SIAE primary: 8
> N#C/C(=C\c1ccc(OCc2ccc(Cl)cc2)cc1)C(=O)Nc1cccc(C(=O)O)c1
  HTRA1 inh: -8	TCR CD3 inh: 3	mABHD4 FP: 0	PRMT1 inh: 0	GC-A act: 1	MBD2 inh: 7	GC-B act: -7	rCAG binder: 2	UHRF1 binding: 1	SIAE primary: -6
> CCCN=C1N(CC)C[C@@H]2[C@@H]3C(=O)N(C)C(=O)[C@@H]3[C@](CC)(C(=O)OC)N12
  HTRA1 inh: 6	TCR CD3 inh: -5	mABHD4 FP: -3	PRMT1 inh: 1	GC-A act: 2	MBD2 inh: 4	GC-B act: 5	rCAG binder: -2	UHRF1 binding: 19	SIAE primary: -4

Further records follow:
structure	HTRA1 inh	TCR CD3 inh	mABHD4 FP	PRMT1 inh	GC-A act	MBD2 inh	GC-B act	rCAG binder	UHRF1 binding	SIAE primary
CCOc1ccc(NC(=O)C2CCCN(S(=O)(=O)c3c(C)noc3C)C2)cc1 (stereo unspecified)	4	8	8	-2	0	-4	0	-1	1	7
COc1ccccc1NC(=O)CN1CCN(Cc2ccccc2)CC1	-2	-6	6	1	0	5	6	1	4	-6
O=C(NCc1ccc(Cl)cc1)c1ccc(CSc2nc3ccncc3[nH]2)cc1	-17	3	-7	5	-5	-4	-1	3	1	-10
COc1ccc(-c2ccc3c(n2)CCCN3S(=O)(=O)c2ccccc2)cc1	nt	-5	-3	-3	6	2	1	3	2	-4
COc1ccc(NC(=O)N2Cc3ccccc3CC2C(=O)NC(C)(C)C)cc1 (stereo unspecified)	-1	-1	6	-4	3	5	-3	0	-1	-2
Cc1ccc(C(C)C)c(OCCOCCN2CCNCC2)c1	nt	0	3	-13	-1	-1	-4	4	1	7
CCC(C)N(C(=O)COC(=O)CSc1ccc(C)c(C)c1)C1CCS(=O)(=O)C1 (stereo unspecified)	2	-2	-1	-3	-1	-4	1	1	0	2
Fc1cccc(Cl)c1CNC(c1ccccc1)c1ccccc1	-20	0	-5	-3	-6	-4	0	-7	58*	1
Cc1nn2c(nc1=O)NNC2(C)C(C)(C)C (stereo unspecified)	2	-2	2	-2	-1	-3	4	4	-2	1
COc1cc2c(cc1OC)CN(Cc1cc(=O)oc3c(C)c(C)ccc13)CC2	-4	-1	0	-3	-2	-9	-7	8	-5	2
COc1ccc([N+](=O)[O-])c(OC)c1C(=O)NC(=O)Nc1c(F)cc(F)cc1F	11	9	-4	-3	-2	0	4	3	4	-6

An excerpt; rates above refer to the full screens.
